mABHD4 FP: inhibits mouse alpha/beta hydrolase domain 4; Q8VD66; purified mABHD4, FP-Rh probe fluorescence polarization; hit rate 0.54% among 370,000; inhibition, % at 8.92 µM;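 active means inhibition exceeding the mean over every tested compound plus 3 SD, cut at about 30% in these data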;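 further: 0% = plate median of compound wells and 100% = S159A mutant with DMSO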
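system = mouse ABHD4 enzyme, wild type | medium = HEPES pH 7.0, NaCl, Pluronic buffer | also added = FP-Rh probe | incubation = Enzyme–compound pre-incubation 45 min, then probe 60 min, both 25 °C | technique = fluorescence polarization, excitation 525 nm, emission 598 nm, BODIPY TMR filters | controls = S159A mutant high control, sample median low control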
Rev-erbA mod: Rev-erb alpha (human) modulation; Rev-erbα–FITC-DNA binding, fluorescence polarization, 90 min; P20393; hit rate 0.79% among 370,000; activity, % at 10 µM;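 active means activity above about 14%, limit read from the data; passing the limit was not always enough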;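 further: 0% = DMSO wells with 35 nM protein and 100% = DMSO wells with 750 nM protein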
Target sequence (P20393 whole entry, looked up): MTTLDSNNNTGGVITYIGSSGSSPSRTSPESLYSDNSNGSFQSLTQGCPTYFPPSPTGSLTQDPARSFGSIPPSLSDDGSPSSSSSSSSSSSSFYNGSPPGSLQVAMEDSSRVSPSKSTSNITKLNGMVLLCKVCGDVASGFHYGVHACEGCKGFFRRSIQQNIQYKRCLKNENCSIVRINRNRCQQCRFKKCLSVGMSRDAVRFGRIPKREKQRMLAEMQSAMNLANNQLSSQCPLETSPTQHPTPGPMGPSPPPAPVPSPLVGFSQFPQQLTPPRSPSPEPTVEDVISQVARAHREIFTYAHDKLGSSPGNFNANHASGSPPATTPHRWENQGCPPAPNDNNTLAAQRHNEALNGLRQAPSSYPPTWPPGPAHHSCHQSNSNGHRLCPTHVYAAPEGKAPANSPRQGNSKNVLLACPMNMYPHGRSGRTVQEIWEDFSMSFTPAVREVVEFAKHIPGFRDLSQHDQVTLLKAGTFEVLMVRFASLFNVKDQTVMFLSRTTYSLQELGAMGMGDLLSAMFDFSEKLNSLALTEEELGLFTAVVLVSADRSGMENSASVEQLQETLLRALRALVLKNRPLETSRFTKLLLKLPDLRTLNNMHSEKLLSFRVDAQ
PRMT1 FP inh: inhibitors of human PRMT1; Q99873; recombinant PRMT1, activity-based probe fluorescence polarization; inhibition, % at 2.79 µM; hit rate 1.3% among 370,000; AID 652257;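 active means inhibition above about 21% made by adding two undisclosed values, limit read from the data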
LEDGF integ inh: blocks HIV-1 LEDGF/p75-dependent DNA integration; hit rate 0.64% among 370,000; AID 743269; TR-FRET IN-LEDGF/p75 DNA integration, Eu/Cy5; inhibition, % at 3.7 µM;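 active means inhibition above the screen-wide mean plus 3 SD, cut at about 13% in these data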;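 further: signal is the Cy5 over europium emission ratio at 671 and 618 nm; 0% = plate median of compound wells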
TCR CD3 inh: human TCR-CD3 binding inhibition. TAMRA-labeled TCR probe fluorescence, biochemical. inhibition, % at 9.4 µM. hit rate 0.37% among 360,000. AID 651800; in the data active means inhibition above about 19%;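 further: recombinant mutant TCR 2C K166C tagged with TAMRA read by polarization; 0% = receptor in buffer alone and 100% = receptor with positive control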
HTRA1 inhibitor: HTRA1 (human) protease inhibition; hit rate 0.5% among 340,000; inhibition, % at 5.96 µM; recombinant HTRA1, FP-rhodamine activity-based probe, fluorescence polarization; AID 504803; Q92743; in the data active means inhibition above about 36%;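 further: 0% = enzyme with DMSO and 100% = wells lacking enzyme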
Target sequence (Q92743 whole entry, looked up): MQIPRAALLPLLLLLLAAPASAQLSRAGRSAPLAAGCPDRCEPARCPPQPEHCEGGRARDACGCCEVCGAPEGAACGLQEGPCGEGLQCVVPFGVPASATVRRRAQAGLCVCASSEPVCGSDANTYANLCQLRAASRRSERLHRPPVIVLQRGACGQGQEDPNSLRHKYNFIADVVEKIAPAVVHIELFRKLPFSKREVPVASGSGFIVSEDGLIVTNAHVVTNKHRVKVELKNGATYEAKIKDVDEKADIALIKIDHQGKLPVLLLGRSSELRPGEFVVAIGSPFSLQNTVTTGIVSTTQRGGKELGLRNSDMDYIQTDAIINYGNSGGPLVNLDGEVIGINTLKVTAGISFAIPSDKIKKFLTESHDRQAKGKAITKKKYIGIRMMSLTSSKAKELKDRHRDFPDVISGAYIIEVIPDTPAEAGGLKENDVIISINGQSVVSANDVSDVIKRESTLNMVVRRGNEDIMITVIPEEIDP
MBD2 inh: blocks human MBD2 binding to methylated DNA. hit rate 0.31% among 370,000. Q9UBB5. TR-FRET, MBD2 binding to methylated oligonucleotide. inhibition, % at 4.4 µM; in the data active means inhibition above about 13%
rCAG RNA binder: molecules binding r(CAG) RNA repeats; AID 651821; hit rate 1.3% among 370,000; inhibition, % at 3 µM; r(CAG) RNA repeat, TO-PRO-1 dye displacement fluorescence;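 active means inhibition above the plate cutoff, the mean of all test compounds on that plate plus 3 SD, cut at about 35% in these data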;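 further: 0% = DMSO alone and 100% = 100 µM mitoxantrone as full dye displacement; higher means more dye released from RNA so lower well fluorescence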
UHRF1 binding: human UHRF1 methylated DNA binding inhibitors | Q96T88 | hit rate 0.75% among 370,000 | inhibition, % at 4.4 µM | UHRF1 binding to methylated oligo, TR-FRET; in the data active means inhibition above about 21%;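 further: UHRF1 SRA domain binding a hemimethylated CpG hairpin DNA probe; 0% = median of test compound wells and 100% = reference inhibitor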
PG9 binder: small molecules binding HIV-1 gp120 antibody PG9; TR-FRET gp120-PG9 antibody binding; inhibition, % at 6.7 µM; hit rate 0.43% among 360,000; in the data active means inhibition above about 8.5%
Numbers without * were called inactive; x = no result given; & = joins results of further samples. Not all compounds are listed; count on the stated rates, not on these rows.

SMILES	mABHD4 FP	Rev-erbA mod	PRMT1 FP inh	LEDGF integ inh	TCR CD3 inh	HTRA1 inhibitor	MBD2 inh	rCAG RNA binder	UHRF1 binding	PG9 binder
O=C(OCC(=O)C12CC3CC(CC(C3)C1)C2)c1ccccn1	-6	-3	-1	2	6	-4	0	-7	-3	0.5
Cc1nc(NC(=O)/C=C/c2ccc(C(C)(C)C)cc2)sc1C(=O)N(C)C	-4	-4	0	1	5	5	-5	-3	-3	-0.8
Cc1ccc(N2C(=O)[C@@H]3[C@H](C2=O)[C@H]2C=CC=NN2[C@@H]3C(=O)Nc2ccccc2)cc1	4	3	2	-1	10	0	-3	18	0	1.3
COc1ccccc1/C=C/C(=O)NCC(=O)N=Nc1c(O)[nH]c2ccccc12	1	9	-2	0	12	-1	-1	11	0	-6.8
Cc1ccc(S(=O)(=O)CCC(=O)OCC(=O)NNC(=O)c2ccc([N+](=O)[O-])cc2)cc1	0	-3	1	3	8	-4	-2	5	0	0.5
COCCN(Cc1cc2cc(C)ccc2n2nnnc12)C(=S)Nc1ccc(C)cc1	0	104*	4	-3	-5	0	4	-2	1	2.0
COC(=O)C1CCN(C(=O)c2sc3nc(-c4ccccc4)cn3c2C)CC1	-3	-5	1	-2	9	5	-2	-5	-2	-0.2
COc1ccc(-c2nnc(SCC(=O)N/N=C\C=C/c3ccco3)n2-c2ccc(C)cc2)cc1	-1	-3	19	2	x	x	-2	10	-4	x
CCC(CC)c1nnc(NC(=O)c2cc(C(=O)OC)cc([N+](=O)[O-])c2)s1	-6	-5	29*	8	-4	0	-3	17	2	-3.1
COc1ccc(-c2c3c([nH]c(=S)c2C#N)CCC3)cc1	-2	1	23*	2	-1	-7	0	16	-3	5.6
CC1(C)CC(=O)C(C=NCCN2CCN(C3CC(=O)N(c4ccc(F)cc4)C3=O)CC2)=C(O)C1 (configuration not stated)	2	1	6	2	-1	4	-5	-6	0	-0.2
COc1ccc(OCC(O)CN(CCO)CC(O)Cn2ccc3ccccc32)cc1 (configuration not stated)	-1	-1	1	3	5	-3	-4	-4	0	-2.7
COc1ccccc1NS(=O)(=O)c1cc(NC(=S)NCCN2CCOCC2)ccc1N1CCOCC1	-3	-5	36*	2	4	3	0	3	3	0.7
CCC(NC(=O)CCl)c1ccc(C)cc1 (configuration not stated)	2	-8	-3	2	6	4	-5	-2	1	-1.5
COc1ccc(-c2cnc3n2CCCCC3)cc1	-2	-2	-2	1	-2	-2	-2	0	1	-0.7
COC(=O)[C@@]12CCCN1[C@H](c1ccc(-c3ccc(OC)cc3)cc1)[C@@H]1C(=O)N(C)C(=O)[C@@H]12	5	6	1	0	-2	-13	-3	2	0	-0.9
COc1ccccc1-c1ccc(SCC(=O)N2CCOCC2)nn1	5	-1	2	-7	-3	2	2	-3	5	-0.8
Cc1c(Br)c([N+](=O)[O-])nn1CCCC(=O)N1CCN(c2ccccc2)CC1	-6	1	-2	2	4	5	-5	-4	-3	2.2
Cc1sc2nc(CN3CCCC3)nc(N3CCN(S(=O)(=O)c4cccc(F)c4)CC3)c2c1C	3	5	1	0	3	-5	0	7	-5	1.1
N#Cc1ccc(CSc2nnc(-c3cnccn3)o2)cc1	-3	0	1	2	4	8	-7	-1	-2	-2.8
Cc1nc(SCc2ccccc2)nc2c1CCC2	1	4	-2	1	1	-13	-1	-5	-1	-0.9
C[C@H](NC(=O)C1CCN(S(=O)(=O)c2ccccc2)CC1)C(=O)NCc1ccco1	2	6	-2	-2	8	-1	1	1	-3	-2.2
Cc1cc(C(=O)OCC(=O)N2CCc3ccccc32)ccc1[N+](=O)[O-]	2	-8	4	-2	6	8	-2	2	9	-0.8
COc1ccc(CCNc2ccc(N3C(=O)CC(C)C3=O)cc2[N+](=O)[O-])cc1OC (configuration not stated)	-2	7	4	-2	-4	-6	-10	-5	-5	2.1
COC(=O)c1ccc2c(=O)[nH]c(CSc3nc(-c4ccc(F)cc4)cs3)nc2c1	0	9	-1	-2	-2	-3	2	5	0	-0.9

The final 5 compounds of the part above lead into the next.
SMILES	mABHD4 FP	Rev-erbA mod	PRMT1 FP inh	LEDGF integ inh	TCR CD3 inh	HTRA1 inhibitor	MBD2 inh	rCAG RNA binder	UHRF1 binding	PG9 binder
Cc1nc(SCc2ccccc2)nc2c1CCC2	1	4	-2	1	1	-13	-1	-5	-1	-0.9
C[C@H](NC(=O)C1CCN(S(=O)(=O)c2ccccc2)CC1)C(=O)NCc1ccco1	2	6	-2	-2	8	-1	1	1	-3	-2.2
Cc1cc(C(=O)OCC(=O)N2CCc3ccccc32)ccc1[N+](=O)[O-]	2	-8	4	-2	6	8	-2	2	9	-0.8
COc1ccc(CCNc2ccc(N3C(=O)CC(C)C3=O)cc2[N+](=O)[O-])cc1OC (configuration not stated)	-2	7	4	-2	-4	-6	-10	-5	-5	2.1
COC(=O)c1ccc2c(=O)[nH]c(CSc3nc(-c4ccc(F)cc4)cs3)nc2c1	0	9	-1	-2	-2	-3	2	5	0	-0.9
C=CCNC(=S)N/N=C/c1cccc([N+](=O)[O-])c1	2	-4	-4	6	-4	-4	0	0	-2	1.2
COc1ccc(S[C@]2(C(=O)N3CCCC3)CC(=O)N(C(=O)/C=C/c3ccccc3)[C@@H]2c2ccc(OC)cc2)cc1	-10	5	8	-1	x	x	0	13	-2	x
CC1CS(=O)(=O)CCN1N=Cc1ccc([N+](=O)[O-])o1 (configuration not stated)	-5	1	-2	-2	5	5	-5	0	-7	-1.0
CN(C(=O)COC(=O)COc1ccc(N(C)S(=O)(=O)c2ccc(Cl)cc2)cc1)c1ccccc1	-11	4	1	3	-16	-5	0	2	13	0.2
CCc1c(C#N)sc(C(N)=O)c1CC	0	-4	-1	-1	2	7	2	-2	-2	-0.3
CCN(CCCc1ccccc1)CCCc1ccccc1	4	-1&-9	-7	1	3	3	-3	3	1	0.6
COC(=O)C1=C(C(=O)OC)[N+]2=C3N(C(=O)NC2(C)C)[C@H](CO)C[C@@]32c3ccccc3N(Cc3ccccc3)[C@@H]12	-1	-4	0	0	6	3	1	3	-3	0.2
Cc1cn([C@H]2C[C@H](O)[C@@H](CNCc3ccc(CN(C)S(C)(=O)=O)o3)O2)c(=O)[nH]c1=O	3	-3	-3	0	-2	4	-4	2	1	-1.1
COc1ccc(S(=O)(=O)Nc2ccc3c(c2)OCO3)cc1Cl	-1	-3	3	-1	3	2	-2	8	-2	1.0
CCn1c(-c2ccccc2O)n[nH]c1=S	1	-3	2	1	5	0	1	0	0	-2.2
CN(c1ccccc1)c1cc(Br)nc(Br)c1	-4	0	6	0	1	2	5	-3	0	0.5
O=C(CSc1nnc(-c2ccccc2)n1Cc1ccco1)Nc1ccc2c(c1)OCCO2	0	0	17	2	4	-5	3	8	2	-1.9
CC1=NN(C(C#N)c2ccccc2O)C(C)(C)C1 (configuration not stated)	-8	-1	-5	6	-5	2	2	0	30*	1.4
COc1ccc(S(=O)(=O)N2CCC(C(=O)NCc3ccncc3)CC2)cc1Cl	-8	-4	5	5	-6	3	7	2	5	0.0
NNC(=S)Nc1ccc(Cl)cc1	2	2	-1	3	8	-9	-1	5	-3	-0.3
Cc1ccc(C)c(-n2c(-c3cccnc3)n[nH]c2=S)c1	2	3	-2	-6	3	3	1	23	0	-0.3
O=C(NC1CC1)c1cccc(Br)c1	3	0	0	1	2	3	0	-1	-2	-1.0
COc1ccc(NC(=O)CN(c2ccccc2)S(=O)(=O)c2ccccc2)c(OC)c1	-5	6	3	-4	-3	-9	-3	-6	2	2.0
COc1ccc(CNC(=O)C2CCN(S(=O)(=O)c3c(C)n[nH]c3C)CC2)cc1	1	6	-1	-4	10	1	-3	-1	4	-2.7
O=C1CC2(CCN(C(=O)c3ccccc3Cl)CC2)Oc2ccccc21	2	1	-1	-1	12	-2	3	-6	-2	-0.1
COc1ccc(-n2nc(C(=O)O)c3ccccc3c2=O)c(OC)c1	-5	3	-1	5	7	12	3	4	5	-2.3
CCOCCCN(C)C1CCN(C(=O)c2oc3ccccc3c2NC(=O)Cc2ccc(F)cc2)CC1	-2	-1	0	-3	-6	-2	2	-8	-1	-0.9
Cc1ccc(-c2onc3ccc(C4(C)OCCO4)cc23)cc1	-4	-3	0	-2	0	-3	2	0	-1	-0.3
CC(C)(C)OC(=O)C[C@@H]1C/C=C\C[C@H](CC(=O)N(CCO)Cc2ccccc2)C(=O)N2CCC[C@@H]2COC1=O	10	4	3	-3	10	4	7	-7	-2	1.1
COc1ccccc1/C=N/N1CCN(Cc2ccccc2Cl)CC1	-7	4	-2	-3	0	-8	4	-5	0	-0.1

(more compounds)
SMILES	mABHD4 FP	Rev-erbA mod	PRMT1 FP inh	LEDGF integ inh	TCR CD3 inh	HTRA1 inhibitor	MBD2 inh	rCAG RNA binder	UHRF1 binding	PG9 binder
O=C(CCc1nc(-c2ccccc2F)no1)NCCc1c[nH]c2ccccc12	0	-5	1	-3	x	x	1	3	4	x
CCCCN(C(=O)c1cc2c(s1)CCCCC2)c1c(N)n(CC(C)C)c(=O)[nH]c1=O	-1	7	1	-3	-1	-1	-7	1	-1	4.5
CCCCOc1ccc(Cc2n[nH]c(=S)n2N)cc1	-2	-3	3	-1	3	-2	1	2	-1	-1.8
CCN(CC)S(=O)(=O)c1ccc(C(=O)NCCCn2ccnc2)cc1	-4	-1	-1	1	5	3	-1	-3	-3	1.1
CN(C)CCN1C(=O)C2C(C(=O)Nc3cc(Cl)cc(Cl)c3)C3C=CC2(O3)C1C(=O)NC1CCCCC1 (configuration not stated)	5	0	0	-3	6	-10	1	2	-1	-0.9
CCOC(=O)C1(Cc2ccccc2C(F)(F)F)CCN(C(C)CCn2cccn2)CC1 (configuration not stated)	2	-5	-3	1	2	-6	6	-9	-2	-4.3
O=C(NNC(=O)C1CCCO1)c1ccc(Br)cc1 (configuration not stated)	-1	-6	-2	2	-3	0	2	-1	-2	0.8
COc1ccc(NS(=O)(=O)c2cccc(C(=O)NCc3ccccc3CN3CCCC3)c2)cc1	-1	-6	-4	0	-4	4	-4	5	-1	-1.7
O=C(NCCO)c1ccc(-c2cnc3cccnn23)cc1	-1	-8	-3	1	-6	x	-4	-1	-5	1.2
CCCCNC(=O)CCCn1c(=O)c2ccccc2n(CC(=O)NCCC2=CCCCC2)c1=O	-2	3	-1	0	5	1	2	-9	-1	0.8
COc1cccc(C(CNC(=O)c2ccc(Cl)c(S(=O)(=O)N3CCCC3)c2)N(C)C)c1 (configuration not stated)	2	-2	-4	2	4	0	-3	3	0	-1.5
Cc1ccc(NC2CCCN(C(=O)c3cc4ncccn4n3)C2)cc1C (configuration not stated)	3	7	4	0	1	1	0	-2	-2	-3.0
CCN1C(=O)CC(Sc2ccccc2C(=O)O)C1=O (configuration not stated)	2	-3	-1	-1	-5	-4	2	0	0	1.4
Cc1cc(C(=O)NCC(=O)OC(C)C(=O)N2CCOCC2)ccc1[N+](=O)[O-] (configuration not stated)	3	0	3	-5	2	0	-3	1	-1	0.2
COc1cc(SC)ccc1C(=O)NCCN1CCOCC1	4	-2	0	-1	2	-3	-3	14	1	1.6
O=C(O)CSC12CC3CC(C1)CC(C(=O)O)(C3)C2	-4	-3	0	2	6	2	7	4	18	-2.2
Cc1cc(O)c(C(=O)Nc2cccc(Cl)c2)c(=O)n1C	3	-4	0	0	6	-3	-5	4	0	-1.0
CC(=O)c1cccc(NC(=O)c2cc(Cl)sc2Cl)c1	-4	1	-2	-1	9	-23	5	-2	2	-2.5
Cc1ccc(Sc2cnc3ccccc3n2)cc1	-6	40*	-4	4	-2	1	-3	-1	-1	6.1

Assay outcomes as filed in PubChem BioAssay.
